From PubChem BioAssay
Yfh1-depleted yeast: enhancers of respiration in Yfh1-depleted yeast, dose response, Friedreich's ataxia, plus single-dose screen (AID 1465); S. cerevisiae Yfh1-off respiration, WST-1 reduction, 72 h; higher fold induction means a stronger effect; fold induction at 50 µM; hits with a dose series show EC50 in µM; 220,000 compounds, 0.074% hits;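 active = fold induction of absorbance versus untreated yeast above a set limit, then at least 30% activation at any dose in follow-up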;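 also: activators that raise dye reduction in frataxin-depleted yeast; strong numbers were not always called active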
WT yeast gro inh: growth inhibition of WT strain, primary screen, mitochondrial fusion inhibitor project, WT and mutant strains, chemical genetic | mitochondrial fusion phenotypic screen | inhibition, % at 10 µM | 190,000 compounds, 2.1% hits; in the data active = inhibition above about 58%; tested in S. cerevisiae
MT stabilize HCS: microtubule stabilizers in HeLa cells, primary screen, imaging, high-content imaging. HeLa tubulin immunostaining HCS, 24 h; share of cells brighter than vehicle mean+2SD. 200,000 compounds, 0.83% hits. % tubulin-high responders, % at 10 µM;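 active = plate Z-score above 3 for both tubulin-high and condensed-nucleus cell shares, with cell loss under 80%, at 10 µM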;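 also: anti alpha tubulin signal scored within the nucleus-defined area of each cell; some results filed as inactive read as strong as hits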
bCat nuc transl: modulators of beta-catenin nuclear translocation, primary screen, imaging, HeLa cells, immunofluorescence, high-content | AID 1665, 2009 | nuclear translocation activity, % at 5 µM | 190,000 compounds, 0.3% hits;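 active = nuclear translocation activity above 50% at 5 µM, with a well cell count of 50 or more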;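 also: per-cell ratio of nuclear to cytoplasmic median beta-catenin stain intensity; plate controls were DMSO negative control for no effect and GSK-3 inhibitor IX positive control for full effect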
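Test system: HeLa cells, endogenous beta-catenin; Compound: single 5 µM dose plus 0.02–20 µM confirmation series; Times: compound exposure 24 h at 37°C; Signal: fluorescence imaging of beta-catenin antibody stain plus DAPI; Read-out: % activation, nuclear-to-cytoplasmic median beta-catenin signal ratio per cell.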
Dynein cargo inh: inhibitors of GR-EGFP nuclear translocation, primary screen, dynein cargo transport inhibitor project, imaging, high-content, 3617.4 mouse cells. test concentration mostly 20 µM; stimulated with dexamethasone, 1 µM; hits give low values. 220,000 compounds, 0.47% hits. z-score, hits read low;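 active = plate z-score of nuclear minus cytoplasmic receptor signal below a set negative limit, without overly bright fluorescence or cell loss, cut at about -3.5 in these data, passing the limit was not always enough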;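 also: z-score of nuclear minus cytoplasmic ring GR-EGFP intensity difference per well; some compounds called inactive have numbers as strong as hits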
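medium = tetracycline-free induction medium containing charcoal-stripped FBS | also added = 1.0 µM final dexamethasone stimulus | schedule = 48 h induction, 1 h compound, 30 min dex at 37 °C | technique = fixed, Hoechst-stained cells imaged at 10x for EGFP | measure = GR-EGFP nuclear translocation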
Lipid droplet: inhibitors of hepatocyte lipid droplet formation, primary screen, imaging, high-throughput imaging, BODIPY stain; AML12 mouse hepatocytes, oleate lipid droplets; inhibition, % at 6.5 µM; 240,000 compounds, 0.4% hits; AID 1656, 2009;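 active = lipid droplet intensity inhibited by at least 50%, with more than 500 cells counted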
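Test system: AML12 mouse liver cells; schedule: overnight exposure; technique: high-content imaging of BODIPY-stained droplets and DAPI nuclei; read-out: % inhibition of corrected integrated BODIPY droplet signal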
Ins promoter up: insulin promoter activators in MIN6 cells, imaging, high-content screening, mouse beta cells; MIN6 insulin promoter-GFP reporter; hits give high values; z-score at 5 µM; 190,000 compounds, 0.3% hits; AID 1625, 2009;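 active = z-score above 3 at 5 µM with at least 500 cells counted in the well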
NOD2 inhibition: NOD2 signaling inhibitors, cell-based, luminescence, uHTS, HEK293 (AID 1566); inhibition, % at 4 µM, or EC50 in µM where a hit was titrated; HEK293 NOD2/NF-kB luciferase reporter, luminescence; higher % means a stronger effect; 290,000 compounds, 0.63% hits; in the data active = inhibition above about 50%; also: many of its hits are not listed in these tables
Autophagy HCS: autophagy modulators in MEF cells, primary screen, imaging, high-content, MEF GFP-LC3; MEF GFP-LC3 puncta imaging; test concentration mostly 10 µM; 190,000 compounds, 0.98% hits; AID 463193, 2010; calls only at 10 µM (by protocol);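 active = percentage of spot-positive cells more than 3 SD above its plate mean, without a fluorescence outlier flag or 80% toxicity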;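 also: spot-positive cell cutoff set from DMSO-treated cells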
WT yeast gro inh mutant strain: also measured in WT yeast gro inh; calls as there; inhibition, %; mitochondrial fusion phenotypic screen, mutant strain inhibition
Dynein cargo inh cytoplasmic EGFP: also measured in Dynein cargo inh; calls as there; z-score; measured here: cytoplasmic GR-EGFP intensity; hits give high values
Dynein cargo inh nuclear GR-EGFP: also measured in Dynein cargo inh; calls as there; z-score; measured here: nuclear GR-EGFP intensity;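 lower value marks the stronger effect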
Dynein cargo inh cell count: also measured in Dynein cargo inh; calls as there; z-score; measured here: cell count per field
Ins promoter up cell count: second read-out of Ins promoter up, no call of its own (marks repeat the call); cell count; measured here: cytotoxicity, nuclei count;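 total cells summed across four imaged fields per well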
Lipid droplet cells 6.5 µM: also measured in Lipid droplet; calls as there; cell count; measured here: cell count, cytotoxicity flag;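 cells counted across two imaged fields per well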
bCat nuc transl cell count 5 µM: second read-out of bCat nuc transl, no call of its own (marks repeat the call); cell count; measured here: cell count, cytotoxicity flag
MT stabilize HCS Hoechst-high %: second read-out of MT stabilize HCS, no call of its own (marks repeat the call); % Hoechst-high responders; measured here: nuclear condensation Hoechst responders;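 share of cells brighter than vehicle mean plus two SD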
MT stabilize HCS cytotoxicity %: further read-out of MT stabilize HCS, marked with its call; toxicity, %; measured here: cytotoxicity by cell density;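 0% = mean cell density of plate MIN control wells and 100% = no cells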
Autophagy HCS cell loss 18 h: recorded beside Autophagy HCS, whose call it bears; toxicity, %; measured here: cell loss, nuclei count;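 cell loss after 18 h compound exposure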
An asterisk follows results filed as active; i = inactive; x = not tested or not shown.

SMILES	Yfh1-depleted yeast	WT yeast gro inh	WT yeast gro inh mutant strain	MT stabilize HCS	MT stabilize HCS Hoechst-high %	MT stabilize HCS cytotoxicity %	bCat nuc transl	bCat nuc transl cell count 5 µM	Dynein cargo inh	Dynein cargo inh cytoplasmic EGFP	Dynein cargo inh nuclear GR-EGFP	Dynein cargo inh cell count	Lipid droplet	Lipid droplet cells 6.5 µM	Ins promoter up	Ins promoter up cell count	NOD2 inhibition	Autophagy HCS	Autophagy HCS cell loss 18 h
Cc1ccccc1OCC(=O)Nc1ccccc1-c1ccccc1NC(=O)COc1ccccc1C	i	11	-10	3.2	3.4	13	0.1	522	0.98	-0.26	0.086	-0.32	-30	729	-2.2	1279	6%	i	7
CNC(=O)CN(c1cccc2ccccc12)S(C)(=O)=O	i	-5	0	3.1	2.3	18	2.6	1121	0.42	0.59	0.65	1.5	-8	751	0.39	1165	-3%	i	5
CC(NC(=O)C(=O)N/N=C/c1ccccc1)c1ccccc1 (stereo not drawn)	i	4	15	3.4	1.4	1.5	-0.9	1153	-0.75	-0.29	-0.56	0.83	-4	692	-0.09	1323	14%	i	-4
CCOc1ccc(OCC)c(NC(=O)CCn2c(=O)oc3ccccc32)c1	i	-22	-17	1.9	1.7	4.4	-4.0	973	3.4	-0.17	1.7	-1.6	x	x	-0.09	1417	0%	i	3
CCOC(=O)/C(C#N)=C/c1ccc(N2CCCCC2)cc1	i	4	6	0.5	0.9	3.0	0.6	1474	0.011	0.043	0.17	0.48	1	735	0.73	1365	-118%	i	-1
CCOC(=O)N1CCN(C(=S)NC(=O)c2ccc(F)c(F)c2)CC1	i	7	-15	2.4	1.3	9.3	-0.2	1002	-0.55	0.044	-0.17	0.6	0	675	0.04	1343	18%	i	0
CCn1c(SCC(=O)Nc2ccc3c(c2)OCO3)nnc1-c1ccccc1O	i	2	-10	2.1	1.5	6.5	x	x	-0.27	-0.26	-0.51	-0.58	-9	765	-0.31	1329	-80%	i	-2
O=C(/C=C\Nc1ccc2c(c1)OCO2)c1ccc2c(c1)OCO2	i	6	5	1.2	1.0	2.5	0.6	1574	0.16	-0.27	0.12	1.2	24	699	-0.09	1485	-255%	i	0
CCC(C)n1c(SCC(=O)/C(C#N)=C(\C)N)nc2ccccc2c1=O (stereo not drawn)	i	-6	16	1.7	2.3	6.0	-0.1	956	-0.12	0.034	0.062	0.17	5	724	-0.26	1297	21%	i	0
C=CCNC(=S)NN=C1CCCCCCC1	i	60*	38*	2.6	2.5	9.3	1.0	1101	-0.97	-0.36	-0.51	0.9	2	644	-0.21	1112	8%	i	0

3 neighbouring records from above, for reference:
SMILES	Yfh1-depleted yeast	WT yeast gro inh	WT yeast gro inh mutant strain	MT stabilize HCS	MT stabilize HCS Hoechst-high %	MT stabilize HCS cytotoxicity %	bCat nuc transl	bCat nuc transl cell count 5 µM	Dynein cargo inh	Dynein cargo inh cytoplasmic EGFP	Dynein cargo inh nuclear GR-EGFP	Dynein cargo inh cell count	Lipid droplet	Lipid droplet cells 6.5 µM	Ins promoter up	Ins promoter up cell count	NOD2 inhibition	Autophagy HCS	Autophagy HCS cell loss 18 h
Cc1ccccc1OCC(=O)Nc1ccccc1-c1ccccc1NC(=O)COc1ccccc1C	i	11	-10	3.2	3.4	13	0.1	522	0.98	-0.26	0.086	-0.32	-30	729	-2.2	1279	6%	i	7
CNC(=O)CN(c1cccc2ccccc12)S(C)(=O)=O	i	-5	0	3.1	2.3	18	2.6	1121	0.42	0.59	0.65	1.5	-8	751	0.39	1165	-3%	i	5
CC(NC(=O)C(=O)N/N=C/c1ccccc1)c1ccccc1 (stereo not drawn)	i	4	15	3.4	1.4	1.5	-0.9	1153	-0.75	-0.29	-0.56	0.83	-4	692	-0.09	1323	14%	i	-4

Further compounds:
SMILES	Yfh1-depleted yeast	WT yeast gro inh	WT yeast gro inh mutant strain	MT stabilize HCS	MT stabilize HCS Hoechst-high %	MT stabilize HCS cytotoxicity %	bCat nuc transl	bCat nuc transl cell count 5 µM	Dynein cargo inh	Dynein cargo inh cytoplasmic EGFP	Dynein cargo inh nuclear GR-EGFP	Dynein cargo inh cell count	Lipid droplet	Lipid droplet cells 6.5 µM	Ins promoter up	Ins promoter up cell count	NOD2 inhibition	Autophagy HCS	Autophagy HCS cell loss 18 h
O=C(NCCN1CCN(c2ccccc2F)CC1)c1cccn2c(=O)c3ccccc3nc12	i	-11	-8	4.0	2.1	2.0	-1.8	1016	-0.5	-0.38	-0.64	1	x	x	-1.3	1051	1%	i	-4
COc1cc(NC(=O)C(Cc2ccccc2)n2cccc2)cc(OC)c1 (stereo not drawn)	i	x	x	x	x	x	-0.2	1354	0.29	-0.11	0.58	-2.3	1	681	-0.62	980	8%	x	x
CC(=O)NC(=S)Nc1ccccc1N1CCCCC1	i	17	13	2.4	1.3	0.7	0.3	1473	1.1	0.65	0.87	-1.5	13	742	0.07	1476	-2%	i	11
COC(=O)C1=NN(C(=O)c2cccc(Cl)c2)C(O)(C(C)(C)C)C1 (stereo not drawn)	i	-14	-12	2.5	3.9	6.1	-1.3	427	-1.1	-0.16	-0.55	0.88	-6	701	0.1	1308	14%	i	7
Cc1ccc(NC(=O)c2nc[nH]c2C(=O)N2CCC(C)CC2)cc1	i	x	x	x	x	x	0.9	1324	0.62	-0.76	0.44	-0.024	2	710	0.33	899	-2%	x	x
CN(C)CCNC(=O)Cn1nc(C(F)F)cc1C1CC1	i	2	7	3.5	1.2	6.4	x	x	-0.11	-0.23	-0.45	-0.27	10	686	0.22	1137	-5%	i	3
COc1ccc(-n2nc3ccc(NS(C)(=O)=O)cc3n2)cc1Cl	i	12	1	2.7	1.0	2.8	-1.0	1087	-0.7	-0.26	-0.48	0.18	21	755	0.08	1310	-17%	i	5
CCc1c(C(=O)OC)nnc2cc(C)nn12	i	-14	-13	1.0	1.4	5.1	x	x	-0.39	-0.18	-0.18	1	-10	754	x	x	-1%	i	34
CC(C)(C)c1cc(-c2n[nH]c(=S)n2-c2ccccc2F)n[nH]1	i	x	x	x	x	x	-0.2	1385	0.36	-0.25	0.066	0.79	0	682	0.02	938	-4%	x	x
O=C(CCc1nc(-c2ccccc2)c(-c2ccccc2)o1)OCc1ccc(Cl)cc1	i	20	-18	3.4	2.0	8.9	x	x	-1.3	-0.15	-1.5	0.058	x	x	x	x	10%	i	-6
Cc1c(C(=O)OCC(=O)NCc2ccc3c(c2)OCO3)cccc1[N+](=O)[O-]	i	1	-17	3.3	2.9	1.5	-0.5	990	-0.52	-0.29	-0.39	0.61	5	720	0.56	1299	7%	i	-12
COCCn1c(SCc2c(F)cccc2Cl)nc2c1c(=O)[nH]c(=O)n2C	i	11	17	2.9	2.5	6.2	0.1	942	-0.35	-0.28	-0.68	0.94	-5	727	-0.11	1284	4%	i	-14
CC(=O)c1cc2c(cc1N)OCO2	i	16	3	5.7	2.7	3.6	1.0	817	0.11	-0.3	0.32	-0.21	x	x	-0.36	1006	6%	i	15
O=c1cc(NCc2ccccc2)nc2ccccn12	i	-12	18	1.5	3.3	7.0	-0.3	1028	-0.76	-0.35	-0.68	0.37	-1	656	0.25	1185	6%	i	-6
O=C(Nc1cccnc1Oc1ncnc2cc(Cl)ccc12)c1ccc(F)cc1	i	x	x	x	x	x	-0.5	1331	1.3	-0.16	1.9	-1.6	-2	682	0.01	1115	-15%	x	x
COc1ccc(N2CC(=O)N(c3ccccc3)C2=S)cc1	i	21	-4	3.6	2.4	5.8	-2.6	1168	-0.46	-0.26	-0.27	0.74	-13	663	0.07	1518	-16%	i	-2
Cc1cc(C)c2c(-n3cccc3)c(C(=O)NNS(=O)(=O)c3ccc(Br)cc3)sc2n1	i	-8	-12	1.5	2.4	5.4	x	x	-0.66	-0.21	-0.6	0.33	x	x	x	x	34%	i	-1
CN(c1cccc(NS(=O)(=O)c2cccc([N+](=O)[O-])c2)c1)S(C)(=O)=O	i	-3	0	1.7	1.8	6.1	0.1	1510	0.14	-0.2	0.2	0.1	-5	673	-0.92	1421	16%	i	19
O=C(Cc1ccc(Cl)cc1)Nc1ncccn1	i	-11	-7	1.4	1.8	5.8	-0.6	1075	-0.73	-0.18	-0.27	0.34	0	717	0.36	1455	-10%	i	-21
COc1cccc(-c2nc(-c3cccs3)no2)c1	i	x	x	x	x	x	0.8	1309	-0.68	-0.19	0.067	1.5	-3	692	-0.11	944	-152%	x	x
O=C(CCNS(=O)(=O)c1ccc(Cl)cc1)NCc1ccccn1	i	-4	-21	3.2	1.7	1.5	0.0	995	-2.2	0.15	-0.97	0.33	-11	462	0.79	976	-16%	i	0
CC(=O)N/C(N)=N/c1nc2cc([N+](=O)[O-])ccc2o1	i	x	x	x	x	x	-5.6	1217	0.044	-0.24	0.0034	-0.27	0	732	0.14	1369	13%	x	x
COc1cc(C(=O)OCCc2c(C)nc3nc[nH]n3c2=O)cc(OC)c1OC	i	-2	5	2.1	2.7	1.3	-0.4	1092	-0.38	-0.24	-0.26	0.29	-1	685	0.29	1277	10%	i	-1
CCOC(=O)N1CCN(C(=O)CN(C2CCCCC2)S(C)(=O)=O)CC1	i	16	17	2.1	1.4	7.6	x	x	0.39	-0.28	0.56	-0.21	8	752	-1.2	1300	-2%	i	2
O=C(NCC1CCCCC1)c1ccco1	i	9	4	2.6	1.9	2.5	-2.3	1148	1.5	-0.23	-0.25	-0.097	0	805	-0.02	1308	-11%	i	-1

Not all compounds are listed (hit frequency here may not be typical).
